ASAP1 inh: ASAP1 ArfGAP inhibition; AID 624377; inhibition, % at 16.5 µM; Q9ULH1; 0.19% of 360,000 active; ASAP1-stimulated ARF1 GTP hydrolysis, GDP FP detection; in the data active = inhibition above about 25%;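 also: 0% = vehicle with enzyme and substrate and 100% = no enzyme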
PLC-beta3 inh: inhibitors of human phospholipase C beta3 | Q01970 | Purified PLC-beta3, fluorogenic substrate, fluorescence | inhibition, % at 12.2 µM | 0.18% of 370,000 active | AID 720704; in the data active = inhibition above about 11%;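 also: 0% = median of compound wells on plate and 100% = full blocker control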
ADAM10 inh: inhibits human ADAM10; O14672; recombinant ADAM10, EDANS/DABCYL FRET peptide cleavage, 3 h; inhibition, % at 7 µM; 0.62% of 370,000 active; AID 720582;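 active = inhibition above a per-campaign cutoff equal to the mean of compounds falling between control-based bounds plus 3 SD, cut at about 20% in these data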;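 also: 0% = DMSO wells while the 100% control is not disclosed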
Target sequence (O14672 214-748 limits assumed): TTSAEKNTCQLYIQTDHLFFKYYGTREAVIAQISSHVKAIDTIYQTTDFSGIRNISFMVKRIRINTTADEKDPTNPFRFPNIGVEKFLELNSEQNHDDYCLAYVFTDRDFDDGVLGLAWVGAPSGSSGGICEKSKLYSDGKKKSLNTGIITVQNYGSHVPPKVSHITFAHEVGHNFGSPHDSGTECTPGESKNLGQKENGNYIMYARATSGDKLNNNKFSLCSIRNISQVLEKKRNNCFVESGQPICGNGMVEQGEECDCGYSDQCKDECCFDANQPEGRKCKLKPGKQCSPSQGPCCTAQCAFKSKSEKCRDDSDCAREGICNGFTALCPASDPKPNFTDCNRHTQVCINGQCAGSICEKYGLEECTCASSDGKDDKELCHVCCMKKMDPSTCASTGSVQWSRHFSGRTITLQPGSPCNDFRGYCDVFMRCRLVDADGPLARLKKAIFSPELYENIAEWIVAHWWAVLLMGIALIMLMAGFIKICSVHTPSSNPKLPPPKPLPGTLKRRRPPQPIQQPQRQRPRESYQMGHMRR
ADAM17 inh: inhibitors of human ADAM17; P78536; AID 720648; recombinant ADAM17, EDANS/DABCYL FRET peptide cleavage; 0.83% of 370,000 active; inhibition, % at 6.95 µM;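 active = inhibition above the mean of compounds lying between control limits plus 3 SD, set per campaign, cut at about 8.5% in these data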;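 also: 0% = DMSO-only wells as the low control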
SIAE primary: blocks human sialic acid acetylesterase; Q9HAT2; SIAE FP-Rh probe binding, fluorescence polarization; inhibition, % at 9.66 µM; 0.69% of 370,000 active; AID 1053197;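 active = inhibition above a cutoff: mean of compounds within the control limits plus 3 SD of those, cut at about 17% in these data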;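 also: 0% = plate median of compound wells and 100% = probe without SIAE protein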
TDP2 absorb: blocks human TDP2 phosphodiesterase activity; recombinant TDP2, T5PNP hydrolysis, p-nitrophenol absorbance 415 nm; inhibition, % at 12.8 µM; 0.34% of 370,000 active; O95551; AID 720702;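 active = inhibition above the mean of all tested compounds plus 3 SD, set per campaign, cut at about 25% in these data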;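 also: 0% = DMSO with enzyme and 100% = buffer with substrate but no TDP2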
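System – recombinant human TDP2 · Quantity – TDP2 enzyme at 120 nM final · Doses – single concentration, 12.8 µM nominal, with 1% DMSO · Incubation – 2 h at 37 °C · Measured by – epi absorbance of p-nitrophenol freed from T5PNP by hydrolysis · Read-out – % inhibition relative to enzyme-containing and enzyme-free wells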
DDE Tn6 FP inh: inhibitors of Tn6 peptide binding to human fibrin DD(E). P02675. inhibition, % at 8.3 µM. AID 720509. 0.21% of 370,000 active. Fibrin DD(E) TRITC-Tn6 fluorescence polarization displacement;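 active = inhibition above a per-campaign cutoff: mean of compounds within control limits plus 3 SD, cut at about 15% in these data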;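 also: 0% = median of all compound wells on the plate and 100% = blocking peptide control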
Target sequence (P02675 whole entry, looked up): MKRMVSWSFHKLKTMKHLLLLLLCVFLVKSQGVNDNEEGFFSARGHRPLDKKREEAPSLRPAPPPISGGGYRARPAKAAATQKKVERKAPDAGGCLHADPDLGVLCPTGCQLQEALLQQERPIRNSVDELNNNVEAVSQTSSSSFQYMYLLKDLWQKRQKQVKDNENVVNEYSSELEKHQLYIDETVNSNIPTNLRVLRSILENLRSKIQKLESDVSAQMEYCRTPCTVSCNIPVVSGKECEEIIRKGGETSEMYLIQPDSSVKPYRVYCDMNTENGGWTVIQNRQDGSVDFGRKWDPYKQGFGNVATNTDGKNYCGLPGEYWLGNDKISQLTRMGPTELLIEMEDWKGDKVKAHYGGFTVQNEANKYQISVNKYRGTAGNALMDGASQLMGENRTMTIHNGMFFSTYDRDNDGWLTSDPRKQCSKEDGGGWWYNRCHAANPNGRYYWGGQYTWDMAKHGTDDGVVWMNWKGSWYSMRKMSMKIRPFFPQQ
ARFGAP1 inh: rat ARFGAP1 inhibition. Q62848. inhibition, % at 16.5 µM. 0.26% of 360,000 active. Arfgap1-stimulated ARF1 GTP hydrolysis, GDP FP detection;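 active = inhibition above a per-plate limit, mean inhibition of low control wells plus 3 SD, cut at about 25% in these data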;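 also: 0% = DMSO wells with enzyme and 100% = wells lacking Arfgap1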
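material = rat Arfgap1 catalytic domain, aa 1-136 | also added = human ARF1(Δ1-17)-GTP substrate | compound dosing = one concentration, 16.5 µM, DMSO 1.26% | times = GTP hydrolysis reaction 2 h at 25 °C | measured by = FP, GDP Alexa 633 tracer displaced from anti-GDP antibody, 620/688 nm | evaluation = percent inhibition of Arfgap1-stimulated GTP hydrolysis | replication = single well per compound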
DDE Tn7 FP inh: DD(E)-Tn7 binding inhibition, primary FP screen; P02675; FP displacement of FITC-Tn7 peptide from fibrin DD(E); 0% = median of compound wells per plate; inhibition, % at 8.3 µM; 0.13% of 370,000 active; AID 720508;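 active = inhibition above the mean of compounds falling within the control limits plus 3 SD of them, cut at about 14% in these data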;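 also: 0% = plate median of compound wells and 100% = 10 µM Aha-Tn7 peptide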
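assay system = human clot-derived fibrin DD(E) complex | quantity = Fibrin-DD(E) at 2 µM final | timing = 10 min preincubation, 3 h with tracer, room temperature | signal = fluorescence polarization | measure = percent inhibition | benchmarks = high control wells with 10 µM unlabelled Aha-Tn7 peptide (full inhibition) | replicates = singlicate testing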
PLCg1 inh: inhibitors of human phospholipase C gamma1; purified PLC-gamma1, fluorogenic substrate, fluorescence; inhibition, % at 12.2 µM; 0.84% of 370,000 active; P19174; in the data active = inhibition above about 9.5%
The depositor's hits bear a star; nt = no result given.

#1 CCOc1ccc(C(=O)Nc2ccc(N3CCN(C(C)=O)CC3)cc2)cc1[N+](=O)[O-]
#2 CC1=C/C(=N\OC(=O)/C=C/c2ccccc2)C(C)=CC1=O
#3 CCCCCCNc1cc(C)oc(=O)c1C(C)=O
#4 CN1C(C(=O)NCC2CC2)CC2Cn3c(nc4cc5ccccc5cc43)C21 (stereo not drawn)
#5 Cc1cccc(S(=O)(=O)NNC(=O)c2cc(-c3ccc(F)cc3)nc3ccccc23)c1
Screen / compound no.	1	2	3	4	5
ASAP1 inh	13	-15	-3	-2	8
PLC-beta3 inh	3	-6	3	-16	-59
ADAM10 inh	-6	0	3	-18	-302
ADAM17 inh	0	-2	2	-7	-132
SIAE primary	8	3	6	3	-10
TDP2 absorb	-1	0	-4	3	-25
DDE Tn6 FP inh	7	-6	10	-6	-7
ARFGAP1 inh	6	-13	7	6	-8
DDE Tn7 FP inh	0	3	-4	5	-5
PLCg1 inh	1	0	-1	-13	-32

Some of these compounds in order of length of the SMILES, smallest number first:
#3 CCCCCCNc1cc(C)oc(=O)c1C(C)=O
#5 Cc1cccc(S(=O)(=O)NNC(=O)c2cc(-c3ccc(F)cc3)nc3ccccc23)c1
#1 CCOc1ccc(C(=O)Nc2ccc(N3CCN(C(C)=O)CC3)cc2)cc1[N+](=O)[O-]
Screen / compound no.	3	5	1
ASAP1 inh	-3	8	13
PLC-beta3 inh	3	-59	3
ADAM10 inh	3	-302	-6
ADAM17 inh	2	-132	0
SIAE primary	6	-10	8
TDP2 absorb	-4	-25	-1
DDE Tn6 FP inh	10	-7	7
ARFGAP1 inh	7	-8	6
DDE Tn7 FP inh	-4	-5	0
PLCg1 inh	-1	-32	1

(cont.)
#6 O=C(CN1CCN(C2CCCCC2)CC1)c1c[nH]c2ccccc12
#7 CCN1C(=O)[C@H]2[C@@H](c3ccc(C)cc3)N3C(=O)N(c4cccc(Cl)c4)C(=O)[C@@]3(C)[C@H]2C1=O
#8 O=c1[nH]c(O)c(/C=C2\C=Nc3ccccc32)[nH]1
#9 Cn1cccc1Cc1nnc(SCC(=O)NCCc2ccccc2)n1-c1ccc(F)cc1
#10 O=C(CSCc1ccccc1Cl)Nc1c[nH]c(=O)[nH]c1=O
Screen / compound no.	6	7	8	9	10
ASAP1 inh	-4	17	9	0	10
PLC-beta3 inh	1	2	-7	-8	-4
ADAM10 inh	-5	1	-4	-11	-8
ADAM17 inh	-6	-3	0	-1	-3
SIAE primary	0	23*	6	8	2
TDP2 absorb	-1	7	-1	-6	1
DDE Tn6 FP inh	6	4	-3	-7	2
ARFGAP1 inh	-5	5	12	0	3
DDE Tn7 FP inh	2	7	7	5	5
PLCg1 inh	-3	-2	-3	-4	-1

#11 CCOC(=O)C1(Cc2ccccc2Cl)CCN(C(=O)CCn2ccnc2C)CC1
#12 Cc1cc(C(=O)COc2ccc(Cl)cc2Br)c(C)n1C
#13 C=CCNc1nc2ccccc2nc1NS(=O)(=O)c1cccs1
#14 Clc1ccc2nc(CN3CCCc4ccccc43)cn2c1
#15 COc1cccc(-n2c(CNc3ccc(F)cc3)nnc2SCC(N)=O)c1
Screen / compound no.	11	12	13	14	15
ASAP1 inh	-8	13	8	2	-2
PLC-beta3 inh	4	-3	-34	-17	-3
ADAM10 inh	2	4	-46	-5	-8
ADAM17 inh	1	0	-15	-2	-6
SIAE primary	1	-4	-6	5	10
TDP2 absorb	4	-12	-5	8	7
DDE Tn6 FP inh	9	0	2	11	-4
ARFGAP1 inh	4	4	15	-7	-7
DDE Tn7 FP inh	-6	-11	-7	2	1
PLCg1 inh	-1	-1	-28	-13	-2

#16 Cc1cccc(N(CC(=O)N/N=C/c2ccccc2C(=O)O)S(C)(=O)=O)c1C
#17 CCOc1ccc(N2CC(C(=O)OCC(=O)c3ccc(OC)cc3)CC2=O)cc1 (stereo not drawn)
#18 Cc1ccc(-c2cc(C(=O)N3CCc4ccccc4C3)[nH]n2)cc1C
#19 O=C(OCc1ccccc1)N1CCC2CC1c1ccc(-c3ccc4c(c3)OCO4)cc12 (stereo not drawn)
#20 CCc1nc(Nc2ccccc2OC)c2oc3ccccc3c2n1
Screen / compound no.	16	17	18	19	20
ASAP1 inh	-4	-2	-4	-8	3
PLC-beta3 inh	-9	-9	0	-2	-241
ADAM10 inh	-2	-3	0	-13	-44
ADAM17 inh	-4	-2	0	-1	-16
SIAE primary	2	4	2	1	-12
TDP2 absorb	-8	0	-2	-3	-10
DDE Tn6 FP inh	10	7	5	1	-2
ARFGAP1 inh	-1	8	-5	4	-6
DDE Tn7 FP inh	8	0	2	7	-7
PLCg1 inh	-4	0	1	4	-153

#21 CC1CC(C)CN(S(=O)(=O)c2cc3c4c(c2)CCC(=O)N4CCC3)C1 (stereo not drawn)
#22 O=C(N/N=C/c1ccccn1)c1ccc(S(=O)(=O)N2CCCCCC2)cc1
#23 O=C(CN1C(=O)NC2(CCCC2)C1=O)N1CCN(S(=O)(=O)c2cccc(C(F)(F)F)c2)CC1
#24 Cn1c(=O)cc2c3c(c(N4CCCCC4)ccc31)C(=O)c1ccccc1-2
#25 O=C(CNc1cc(S(=O)(=O)N2CCOCC2)ccc1NCC1CCCO1)Nc1cccc(F)c1 (stereo not drawn)
Screen / compound no.	21	22	23	24	25
ASAP1 inh	0	2	9	4	7
PLC-beta3 inh	-8	-5	-5	-65	-19
ADAM10 inh	-3	-55	-3	1	-6
ADAM17 inh	-6	-14	-4	-2	-2
SIAE primary	1	2	-1	53*	7
TDP2 absorb	-5	6	9	17	2
DDE Tn6 FP inh	2	7	2	59*	0
ARFGAP1 inh	9	2	6	-7	-2
DDE Tn7 FP inh	-3	0	1	5	-6
PLCg1 inh	3	-10	0	-53	-11

#26 Cn1c(N)c(C(=O)CNC2CCCCC2)c(=O)n(C)c1=O
#27 CC(C)CCNC(=O)C1CC(c2cccc(F)c2)=NO1 (stereo not drawn)
#28 CCCC(=O)Nc1nnc(-c2ccco2)s1
#29 CCn1nc(NC(=O)CC(C)C)c2cc3ccc(C)cc3nc21
#30 CN(C)c1ccc(NC(=O)Nc2ccc3c(c2)c(=O)n(C)n3-c2ccccc2)cc1
Screen / compound no.	26	27	28	29	30
ASAP1 inh	8	-5	7	-7	-9
PLC-beta3 inh	1	-3	-3	-195	-205
ADAM10 inh	-2	-9	-19	-29	-124
ADAM17 inh	-2	-6	-6	-16	-36
SIAE primary	1	9	1	0	14
TDP2 absorb	12	2	-2	0	2
DDE Tn6 FP inh	5	2	1	0	-2
ARFGAP1 inh	-6	5	-5	-8	-8
DDE Tn7 FP inh	0	9	2	7	3
PLCg1 inh	1	1	0	-131	-165

#31 C=CCNC(=O)c1ccc(-c2nc3ccccc3nc2-c2ccccc2)cc1
#32 O=C(c1ccc(O)cc1)c1ccc(O)cc1O
#33 CCN(CC(=O)NCc1cccs1)C(=O)COc1ccc(C(N)=O)cc1
#34 C[C@@H]1ON(C)[C@H]2C[C@H]3c4[nH]c5cccc(-c6ccc7c(c6)OCO7)c5c4CCN3C[C@@H]12
#35 Fc1cccc(Cc2c(C3CCCCC3)nc3ccc(Br)cn23)c1
Screen / compound no.	31	32	33	34	35
ASAP1 inh	0	15	-9	nt	-7
PLC-beta3 inh	-18	-4	-5	-83	-9
ADAM10 inh	-139	2	-14	-73	-9
ADAM17 inh	-44	1	3	-16	-4
SIAE primary	33*	-2	4	8	4
TDP2 absorb	5	-4	-5	-3	0
DDE Tn6 FP inh	5	-7	-1	0	2
ARFGAP1 inh	11	11	-7	nt	-10
DDE Tn7 FP inh	-9	-7	-4	-2	7
PLCg1 inh	-7	5	-1	-52	-5

#36 COc1cc(O)cc(/C=C/c2ccccc2)c1
#37 COCc1ccc(CN2CCCC(CO)(Cc3cccc(OC)c3)C2)o1 (stereo not drawn)
#38 COc1ccc(F)cc1-c1cc(C(=O)Nc2cccnc2)[nH]n1
#39 OCC1CCCCN1CCNCc1cn[nH]c1-c1cccc2ccccc12 (stereo not drawn)
#40 O=C(Nc1ncc(Cc2cccc(Cl)c2)s1)C1=NCCN1
Screen / compound no.	36	37	38	39	40
ASAP1 inh	27*	3	1	5	-5
PLC-beta3 inh	-85	-10	1	-8	3
ADAM10 inh	-16	-1	0	-5	16
ADAM17 inh	-4	-4	1	-6	1
SIAE primary	-6	2	-19	2	9
TDP2 absorb	1	3	1	8	-15
DDE Tn6 FP inh	-3	3	6	0	-6
ARFGAP1 inh	4	9	9	9	8
DDE Tn7 FP inh	-1	-6	9	-3	2
PLCg1 inh	-63	0	0	-2	7

#41 CCC(CO)Oc1cc(NCc2cccc(OC)c2)c2ncn(C(C)C)c2c1 (stereo not drawn)
#42 Cc1ccc(C)c(OCC(=O)Nc2cccc(S(=O)(=O)NC3=NCCCCC3)c2)c1
#43 O=C(CCn1c(=S)oc2ccccc21)Nc1ccc(F)cc1
#44 Cn1c(=O)c2c(n(C)c1=O)=NC1(CCCCC1)N=2
#45 COC(=O)C1CN(C(=O)C(C)Oc2ccccc2Cl)c2ccccc2O1 (stereo not drawn)
#46 Cc1ccc(C)c(N2CCN(C(=O)C34CC5CC(C3)CC(n3nnc(C)n3)(C5)C4)CC2)c1
#47 CCN(Cc1ccccc1)C(=O)CCc1nnc(CCCc2ccccc2)o1
Screen / compound no.	41	42	43	44	45	46	47
ASAP1 inh	9	4	-7	-7	8	6	8
PLC-beta3 inh	-47	-3	3	1	-3	-5	-29
ADAM10 inh	-11	8	3	-6	1	2	-3
ADAM17 inh	-7	5	1	-7	-3	5	-1
SIAE primary	7	-1	-4	7	1	12	3
TDP2 absorb	7	-10	1	12	2	8	-14
DDE Tn6 FP inh	-3	3	4	-4	3	5	2
ARFGAP1 inh	8	-4	-4	11	1	-3	0
DDE Tn7 FP inh	-5	-12	0	-1	8	-4	-5
PLCg1 inh	-36	5	4	-2	1	1	0

Reformatted with values under each structure: part of the list above.
Screens in order – ASAP1 inh	PLC-beta3 inh	ADAM10 inh	ADAM17 inh	SIAE primary	TDP2 absorb	DDE Tn6 FP inh	ARFGAP1 inh	DDE Tn7 FP inh	PLCg1 inh
43. O=C(CCn1c(=S)oc2ccccc21)Nc1ccc(F)cc1
  -7	3	3	1	-4	1	4	-4	0	4
44. Cn1c(=O)c2c(n(C)c1=O)=NC1(CCCCC1)N=2
  -7	1	-6	-7	7	12	-4	11	-1	-2

Assay outcomes: PubChem, The Scripps Research Institute Molecular Screening Center
